# TCR act = activators of T cell receptors | 330,000 tested, under 10 active | Potency, µM (titrated, usually from 9.22 µM), for the others: at the highest dose activation of IL-2 secretion, most hits filed as activators | AID 504894 | primary human leukocytes, anti-CD3, IL-2 HTRF, 48 h; further: % of control where 0% means no effect
#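 Using a-CD3 beads without co-stimulation, primary human leukocytes were exposed to compounds for 48 hr. An HTRF IL-2 kit measured the cytokine, with europium-to-d2 energy transfer producing emission at 665nm upon 320nm excitation.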
# KCNH2 3.1 block = KCNH2 3.1 (human) potassium channel inhibition; AID 720553; U2OS KCNH2 3.1, thallium flux FluxOr; hits give low values; activity change, % (tested at about 1.8 µM); 0.95% of 340,000 active;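 active means maximum activity change below -70%; inconclusive means maximum activity change from -70% to -50%; inactive means maximum activity change above -50%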;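 further: thallium influx rate constant from kinetic fluorescence after stimulation buffer; on the % scale 0 is the no-effect control and ±100 the full control effect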
#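 Normalized rate constant (relative to positive and negative DMSO controls) derived from a 2 min kinetic fluorescence read after stimulation; U2OS cells expressing the 3.1 isoform via virus at 1.77 x 10^8 /mL.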
# TSHR antagonist = human thyrotropin receptor antagonism; P16473; TSHR-expressing cells, TSH-stimulated cAMP HTRF, 2 h; hits give low values; activity change, negative = inhibition, % at 11.5 µM; 0.2% of 330,000 active;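 active means activity change below a set negative limit, meaning inhibition stronger than a set level, cut at about -70% in these data; inconclusive means activity change between two set negative limits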; further: on the % scale 0 is the no-effect control and ±100 the full control effect
#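 TSHR-expressing cells, 200/well, pre-treated with compound, then stimulated with EC80 TSH (4nM final) for 2 hours at 37 deg C. cAMP measured by competitive HTRF: anti-cAMP cryptate antibody in lysis buffer plus cAMP-d2, read after 30 minutes at room temperature.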
# hERG WT inh = blocks the wildtype human KCNH2 potassium channel; Q12809; U2OS, BacMam KCNH2, thallium flux FluxOr; hits give low values; activity change, % at 1.84 µM; 0.37% of 340,000 active;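 active means maximum activity change below -70%; inconclusive means maximum activity change between -70% and -50%; inactive means maximum activity change above -50%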; further: on the % scale 0 is the no-effect control and ±100 the full control effect
#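 U2OS cells transduced with wild-type KCNH2 virus are loaded with FluxOr dye for 45 min, and thallium flux is measured in kinetic reads before and after stimulation buffer. Rate constants are normalized to DMSO controls.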
# Eya2 phos inh = inhibitors of human Eya2 phosphatase activity | AID 488837 | recombinant Eya2, OMFP fluorescence dephosphorylation (OMFP is methylfluorescein phosphate) | 0.006% of 330,000 active | Potency, µM (doses to about 76.9 µM), inactives show at the highest dose activity, negative = inhibition, usual class: inhibitors; further: potency means the concentration at half of the fitted maximal effect; on the % scale 0 is the no-effect control and ±100 the full control effect
#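 Eya2 (0.2 uM) preincubated 10 min at ambient with compound, then OMFP substrate added at 50 uM; 10 min reaction in 50 mM HEPES pH 7.5, 50 mM NaCl, 5 uM MgCl2, 0.05% BSA, 1 mM DTT. Fluorescence read at Ex 485/Em 525 nm.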
# TRPV1 agonist = agonists of human vanilloid receptor 1 (TRPV1); Q8NER1; TRPV1-expressing cells, Fluo-8 calcium influx, agonist mode; activation, % at 8.33 µM; 0.19% of 320,000 active; in the data active means activation above about 80%; inconclusive means between about 30% and that limit; further: 0% is about no effect
#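 Cells expressing TRPV1 were dye-loaded with Fluo-8 and read kinetically: 10 s baseline, 3 min after compound (agonist portion), then 2 min after EC20 capsaicin (allosteric enhancer portion). Calcium-bound dye fluorescence at 480/520 nm.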
# Mito fusion act = inhibitors of mitochondrial division or activators of mitochondrial fusion; S. cerevisiae fusion-defective mutant growth rescue, CellTiterGlo 48 h; Potency, µM (doses to about 46.1 µM), for inactives: top-dose growth rescue (activation), hits mostly activators; 0.23% of 320,000 active; AID 485298;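 further: potency means the concentration at half of the fitted maximal effect; % of control where 0% means no effect; nearly all actives have a fitted effect of over 45% in size; temperature-sensitive fusion mutants such as fzo1-1 at 37 °C on non-fermentable ethanol glycerol medium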
#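 Compounds are tested for their ability to restore growth of mitochondrial fusion-defective yeast strains at non-permissive 37C in YPEG medium over 48 hours. Viability is quantified by luciferase luminescence.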
# USP2a block = USP2a (human) protease inhibition; Potency, µM (doses to about 38.3 µM), for the others: at the highest dose activity change, negative = inhibition, actives largely listed as inhibitors; 0.01% of 330,000 active; O75604; USP2 core, Ub-CHOP2 coupled fluorogenic reporter, 485/531;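 further: potency means the concentration at half of the fitted maximal effect; plate controls were DMSO wells for no effect and full inhibition by NEM control for full effect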
# Target sequence (O75604 whole entry, looked up): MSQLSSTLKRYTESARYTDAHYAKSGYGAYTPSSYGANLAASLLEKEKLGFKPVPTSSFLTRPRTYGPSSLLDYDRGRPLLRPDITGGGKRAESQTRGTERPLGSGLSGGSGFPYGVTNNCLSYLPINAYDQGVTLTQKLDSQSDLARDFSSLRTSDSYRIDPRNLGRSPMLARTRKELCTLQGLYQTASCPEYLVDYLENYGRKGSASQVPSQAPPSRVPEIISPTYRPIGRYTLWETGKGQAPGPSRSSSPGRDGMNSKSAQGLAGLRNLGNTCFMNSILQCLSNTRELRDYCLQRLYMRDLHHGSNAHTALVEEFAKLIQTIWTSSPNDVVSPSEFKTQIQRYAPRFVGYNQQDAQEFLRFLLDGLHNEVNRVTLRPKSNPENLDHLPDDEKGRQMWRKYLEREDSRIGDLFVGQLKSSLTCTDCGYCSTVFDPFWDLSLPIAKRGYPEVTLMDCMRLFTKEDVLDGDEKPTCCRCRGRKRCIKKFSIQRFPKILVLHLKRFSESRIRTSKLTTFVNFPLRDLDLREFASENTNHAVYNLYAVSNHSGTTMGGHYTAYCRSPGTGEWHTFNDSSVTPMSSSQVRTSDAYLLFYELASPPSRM
#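 Cell-free coupled assay: 10nM USP2 core preincubated 30min RT with compound in Tris-HCl pH 8.0/CaCl2/CHAPS buffer, then 25nM Ub-CHOP2 and 25nM reporter substrate; fluorescence (Ex 485/Em 531) read after 60min RT, normalized to NEM inhibition, concentration-response curves fitted.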
# ELG1 DNA repair = inhibitors of ELG1-dependent DNA repair in HEK293T cells; HEK293T ELG1-luciferase reporter, luminescence, 16 h; DNA damage induced by 5-fluorouridine; Potency, µM (titrated, usually from 46.1 µM), inactives show at the top dose activity change, negative = inhibition, hits mostly inhibitors; 2.3% of 330,000 active; AID 504467; further: potency means the concentration at half of the fitted maximal effect; on the % scale 0 is the no-effect control and ±100 the full control effect; nearly all actives have a fitted effect of over 55% in size
#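 In this reporter screen, reduction of luminescence relative to DMSO vehicle indicated activity. Compounds and 5-fluorouridine were added together to 2,000 cells per well, incubated for 16 hr at 37 °C, then developed with ONE-Glo.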
# A-T KAP1 phos = potential ataxia-telangiectasia treatments restoring KAP-1 phosphorylation; AID 485349; 0.19% of 320,000 active; Potency, µM (top dose mostly 57.5 µM), for inactives: top-dose activation, hits mostly activators; […] A-T fibroblasts, KAP-1 phosphorylation AlphaLISA; neocarzinostatin DNA damage 30 min before lysis; further: potency means the concentration at half of the fitted maximal effect; % of control where 0% means no effect; nearly all actives have a fitted effect of over 45% in size
#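 hTERT-immortalized A-T patient fibroblasts ([…]), 500 cells/well in OPTI-MEM, 1% FBS, got compounds for 60 min, then NCS for 30 min at 37C. Lysates were then assayed for phospho-KAP-1 by AlphaLISA (anti-pKAP1 donor, anti-KAP1 acceptor beads), 6 hr at 25C.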
# * marks the source's active call; other numbers are inactive results; ? = inconclusive; / = no result given; [ ] = another dose, or the depositor's remark. Unless noted, the call rests on the fitted dose curve; in most records, active means well fitted curve in the direction sought with a large enough effect; inconclusive means small, poorly fitted or top-dose-only effect, or another doubt; inactive means no such curve, though single readings can be large; an effect the other way counts as inactive or inconclusive. An excerpt. The share of hits here may be higher or lower than overall.
SMILES,TCR act,KCNH2 3.1 block,TSHR antagonist,hERG WT inh,Eya2 phos inh,TRPV1 agonist,Mito fusion act,USP2a block,ELG1 DNA repair,A-T KAP1 phos
CC(C)OCCCNC(=O)c1ccc2c(c1)ncn2C1CCCC1,7%,4,-6,3,2%,-3,-1%,0%,?,-6%
O=C(Nc1ccccc1O)/C(=C\c1ccccc1)NC(=O)c1ccccc1,7%,17,-6,3,0%,-1,1%,0%,-12%,3%
CN(C)[C@@H]1CCC[C@H]1OC(=O)C(c1ccccc1)c1ccccc1,0%[46.1 µM],0,8,6,-2%,-2,-6%,2%,-2%,-1%
O=C(Nc1ccccc1)c1ccccc1C(=O)N1CCCCC1,-7%,-7,6,-5,-8%,1,1%,6%,15%,1%
C/C(=N\NC(=O)c1cccc([N+](=O)[O-])c1)c1cccc(NC(=O)C2CC2)c1,-3%,-10,-2,-3,6%,1,8%,4%,?,-4%
O=C(CC12CC3CC(CC(Br)(C3)C1)C2)Nc1cccc(S(=O)(=O)NC2=NCCC2)c1,2%,-14,7,-5,6%,1,1%,1%,-6%,-3%
O=C(Oc1c(Br)cc(C(=S)N2CCOCC2)cc1Br)c1ccc(Cl)cc1,5%,?,-25,-15,-9%,10,7%,-1%,-7%,2%
COc1cccc(CNC(=O)c2ccccc2NC(=O)C2=C(C)OCCS2)c1,-34%,-3,16,-7,1%,6,-1%,0%,?,10%
COc1ccc(OC)c(NC(=O)CCc2c[nH]c3ccccc23)c1,-2%,-18,4,-2,19%,-1,-15%,0%,?,3%
O=C(NN(c1ccccc1)c1ccccc1)c1ccc([N+](=O)[O-])o1,/,-3,11,-4,17%,13,-2%,2%,-21%,8%
CO/N=C1\CCn2c1c(C)c1ccccc12,-2%,-10,-4,-1,-5%,3,1%,-1%,0%,3%
O=C1Nc2ccc(S(=O)(=O)N3CCCCCC3)c3cccc1c23,-6%,-14,11,-2,-24%,/,9%,?,7%,-1%
C/C(=N\Nc1nc(N2CCOCC2)nc(N2CCOCC2)n1)c1ccc([N+](=O)[O-])cc1,-17%,-15,4,4,14%,-2,?,0%,-1%,-1%
O=C(CSc1ccc(Cl)cc1)N1CCN(c2ccc([N+](=O)[O-])cc2Cl)CC1,2%,-88*,-27,?,3%,2,4%,-1%,?,-3%
CCOC(=O)CN1C(=O)N(CC)C(C)=C(C(=O)OC)[C@@H]1c1ccccc1,1%,6,3,-2,0%,1,-1%,3%,20%,-19%
O=C(CC1CCCC1)OCn1nnc2ccccc2c1=O,-16%,-4,15,-5,5%,18,8%,3%,3%,-7%
O=C(Cn1cc([N+](=O)[O-])cn1)Nc1ccn(Cc2c(F)c(F)cc(F)c2F)n1,/,-5,1,-3,14%,-5,-2%,-1%,0%,2%
CCOC(=O)c1sc(N(Cc2ccccc2)C(=O)CN2C(=O)CN(C)C2=O)nc1C,5%,6,4,0,-13%,6,2%,-2%,-3%,-1%
Cc1ccc(S(=O)(=O)NCc2cccnc2)cc1,/,5,-5,-6,11%,-2,1%,-1%,-5%,-19%
Cc1ccc(OCC(=O)NNC(=O)C(=O)N2CCCC2)c(C)c1,2%[46.1 µM],-1,8,-16,8%,0,0%,2%,3%,-6%

# Quoted from the listing:
# Reading of O=C(Nc1ccccc1)c1ccccc1C(=O)N1CCCCC1 under KCNH2 3.1 block: -7
# Reading of O=C(NN(c1ccccc1)c1ccccc1)c1ccc([N+](=O)[O-])o1 under ELG1 DNA repair: -21%
# Reading of COc1ccc(OC)c(NC(=O)CCc2c[nH]c3ccccc23)c1 under Eya2 phos inh: 19%

# Remaining list, next part
SMILES,TCR act,KCNH2 3.1 block,TSHR antagonist,hERG WT inh,Eya2 phos inh,TRPV1 agonist,Mito fusion act,USP2a block,ELG1 DNA repair,A-T KAP1 phos
CCCCC1(C)OC(=O)C(=Cc2ccc(N(C)C)cc2)C(=O)O1 (stereo not drawn),-3%,4,18,22,-9%,0,2%,2%,2%,-1%
CCN1CCCC1Cn1cnc2c([nH]c3ccc(Cl)cc32)c1=O (stereo not drawn),0%,-13,11,29,17%,7,-2%,0%,2%,9%
CCCC1C(c2ccco2)NC(c2ccco2)CC1(C)O (stereo not drawn),0%,-24,6,3,19%,0,-1%,0%,0%,2%
Cc1nn(C(C)C(=O)NCCCN2CCCC2)c(=O)c2nn(-c3ccccc3)c(C)c12 (stereo not drawn),4%,-1,11,0,10%,2,-3%,-1%,25%,-9%
Cc1cc(C)cc(NC(=O)CCN2CCOCC2)c1,/,28,-3,-17,10%,1,3%,-1%,0%,1%
CC(OC(=O)c1nn(C)c(=O)c2ccccc12)C(=O)NCc1ccc2c(c1)OCO2 (stereo not drawn),2%,-7,15,1,4%,2,-1%,0%,15%,18%
O=S(=O)(Nc1ccc(F)cc1)N1CCOCC1,-2%,-29,39,0,1%,-6,5%,0%,11%,13%
CC(C)C(C(=O)NCC1CCCO1)N(C(=O)CNS(=O)(=O)c1ccccc1)c1ccc(F)cc1 (stereo not drawn),-6%,-4,1,-11,-7%,1,-3%,0%,9%,-10%
CCC(C)N1CCCCC1C(=O)Nc1c(C)cc(C)cc1C (stereo not drawn),-1%[46.1 µM],21,5,13,-4%,0,-1%,1%,0%,-4%
Cc1ccc(C(=O)N2CCN(c3ccc(N4CCOCC4)nn3)CC2)cc1,-4%,1,-5,-1,10%,-1,-6%,3%,-3%,4%
COc1ccc(S(=O)(=O)NCCCn2ccnc2)cc1Cl,-45%,-5,-2,3,0%,-3,3%,1%,-2%,1%
CCOC(=O)c1cnc2c(OC)cccc2c1N1CC(C)CC(C)C1 (stereo not drawn),-2%,15,-10,0,-3%,?,20%,-1%,?,-4%
CCN(CC(=O)Nc1c(F)cccc1F)C(=O)c1ccc(S(=O)(=O)N2CCCCCC2)cc1,-13%,1,-5,2,-11%,2,4%,-1%,-22%,7%
Cc1cccc(C(=O)Nc2nnc(-c3cccnc3)o2)c1,-1%,-4,2,5,4%,2,0%,-2%,-23%,0%
CN(c1cccc(NC(=O)COc2ccc(Cl)cc2Cl)c1)S(C)(=O)=O,-1%[46.1 µM],5,-12,-4,2%,5,11%,-1%,?,5%
CCSc1nnc(-c2cccnc2)n1Cc1ccco1,1%,-3,-4,-3,7%,2,1%,2%,3%,0%
COc1ccccc1NC(=O)c1ccc(N2CC3CC(C2)c2cccc(=O)n2C3)c(NC(=O)c2cccnc2)c1 (stereo not drawn),1%,-34,-2,-14,-6%,9,20%,0%,-2%,4%
Cc1cc(=O)c(C(=O)O)nn1-c1ccc(Cl)cc1,-3%,?,5,27,-6%,-1,-2%,-4%,0%,-1%
O=C(NCCN1CCOCC1)C1CC(=O)N(c2cccc(C(F)(F)F)c2)C1 (stereo not drawn),-35%,7,10,3,-14%,2,-8%,1%,10%,9%
COc1cc(/C=N/O)ccc1Oc1ccc([N+](=O)[O-])cc1[N+](=O)[O-],-6%,-15,-11,-3,-6%,7,6%,2%,-6%,1%
CC1CCCC(C)N1CCCNC(=O)CN1C(=O)COc2ccc(S(=O)(=O)N3CCOCC3)cc21 (stereo not drawn),4%,5,10,-13,-10%,-3,-4%,2%,0%,-2%
COC(CNC(=O)CCc1c(C)nc2c(-c3ccccc3)c(C)nn2c1C)OC,5%,11,-4,17,4%,2,0%,6%,-20%,-18%

# Ordered by the number under Eya2 phos inh (ascending): three from the list above
Molecule	Eya2 phos inh
O=C(NCCN1CCOCC1)C1CC(=O)N(c2cccc(C(F)(F)F)c2)C1 (stereo not drawn)	-14%
CC(C)C(C(=O)NCC1CCCO1)N(C(=O)CNS(=O)(=O)c1ccccc1)c1ccc(F)cc1 (stereo not drawn)	-7%
COc1cc(/C=N/O)ccc1Oc1ccc([N+](=O)[O-])cc1[N+](=O)[O-]	-6%

# Random excerpt: four entries already listed
SMILES,TCR act,KCNH2 3.1 block,TSHR antagonist,hERG WT inh,Eya2 phos inh,TRPV1 agonist,Mito fusion act,USP2a block,ELG1 DNA repair,A-T KAP1 phos
COc1ccc(S(=O)(=O)NCCCn2ccnc2)cc1Cl,-45%,-5,-2,3,0%,-3,3%,1%,-2%,1%
Cc1cc(=O)c(C(=O)O)nn1-c1ccc(Cl)cc1,-3%,?,5,27,-6%,-1,-2%,-4%,0%,-1%
CC1CCCC(C)N1CCCNC(=O)CN1C(=O)COc2ccc(S(=O)(=O)N3CCOCC3)cc21 (stereo not drawn),4%,5,10,-13,-10%,-3,-4%,2%,0%,-2%
CCN(CC(=O)Nc1c(F)cccc1F)C(=O)c1ccc(S(=O)(=O)N2CCCCCC2)cc1,-13%,1,-5,2,-11%,2,4%,-1%,-22%,7%

# Assay outcomes as filed in PubChem BioAssay.
